PP5 primary: inhibitors of human protein phosphatase 5 (PP5) | P53041 | 320,000 compounds, 0.18% hits | purified PP5c, OMFP substrate fluorescence | inhibition, % at 6.7 µM | AID 1987;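 active means inhibition above the campaign's mean inhibition across all tested compounds plus 3 SD, cut at about 9.5% in these data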;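 further: 0% = DMSO only and 100% = 100 µM cantharidin control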
Target sequence (P53041 whole entry, looked up): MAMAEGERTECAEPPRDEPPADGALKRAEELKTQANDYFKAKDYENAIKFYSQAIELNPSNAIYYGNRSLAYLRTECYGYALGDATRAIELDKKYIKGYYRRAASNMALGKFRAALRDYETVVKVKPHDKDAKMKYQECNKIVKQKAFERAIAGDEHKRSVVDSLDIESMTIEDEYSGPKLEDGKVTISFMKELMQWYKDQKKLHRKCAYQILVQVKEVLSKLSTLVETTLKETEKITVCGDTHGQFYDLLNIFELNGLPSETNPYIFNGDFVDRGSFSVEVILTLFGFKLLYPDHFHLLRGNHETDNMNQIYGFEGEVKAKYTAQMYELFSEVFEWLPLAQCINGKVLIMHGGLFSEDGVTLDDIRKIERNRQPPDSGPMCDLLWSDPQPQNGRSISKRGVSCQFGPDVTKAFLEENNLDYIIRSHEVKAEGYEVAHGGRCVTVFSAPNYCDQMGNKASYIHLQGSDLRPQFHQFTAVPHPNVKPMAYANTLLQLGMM
proCasp3 act: activators of human procaspase-3; activation, % at 8.5 µM; P42574; recombinant procaspase-3 D3A, Ac-DEVD-pNA absorbance 405 nm; AID 463141; 330,000 compounds, 0.11% hits;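 active means activation above the mean of all tested compounds plus 3 SD, cut at about 21% in these data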;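 further: 0% = DMSO alone and 100% = DMSO wells spiked with extra 5 µM PC-3 D3A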
Target sequence (P42574 whole entry D9A/D28A/D175A): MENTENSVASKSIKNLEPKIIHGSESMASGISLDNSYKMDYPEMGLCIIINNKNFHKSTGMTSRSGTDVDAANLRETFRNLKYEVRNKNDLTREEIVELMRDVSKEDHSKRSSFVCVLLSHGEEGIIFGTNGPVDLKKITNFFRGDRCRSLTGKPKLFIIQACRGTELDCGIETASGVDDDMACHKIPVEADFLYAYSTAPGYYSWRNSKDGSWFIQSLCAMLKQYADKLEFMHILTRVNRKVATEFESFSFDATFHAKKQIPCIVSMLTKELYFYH
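Assay system: Procaspase-3 D3A mutant, all three cleavage aspartates alanine. Buffer or medium: Zinc-free HEPES saline buffer with Triton X-100. Times: 1 h compound preincubation, 2 h substrate hydrolysis at 25 °C. Measured by: 405 nm absorbance of p-nitroaniline, reads at 0 and 120 min. Read-out basis: percent activation relative to control range. Replicates: singlicate.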
Fh CTSL1 inh: blocks F. hepatica cathepsin L1 in PFM18AAP counter-screen; recombinant F. hepatica cathepsin L1, Z-Leu-Arg-MCA fluorescence; AID 1906; inhibition, % at 5.96 µM; 300,000 compounds, 0.49% hits;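 active means inhibition above the mean of all tested compounds plus 3 SD, set per screening campaign, cut at about 17% in these data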;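 further: 0% = plate median of test compound wells and 100% = 1 µM Z-Phe-Ala-diazomethylketone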
PP1 counter: counter-screen for PP5 inhibitors: inhibitors of human PP1-alpha; inhibition, % at 6.7 µM; 320,000 compounds, 0.9% hits; purified PP1alpha, OMFP fluorescence; P62136;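 active means inhibition above the mean inhibition of all tested compounds plus 3 SD, computed separately for each screening campaign, cut at about 15% in these data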
Target sequence (P62136 whole entry, looked up): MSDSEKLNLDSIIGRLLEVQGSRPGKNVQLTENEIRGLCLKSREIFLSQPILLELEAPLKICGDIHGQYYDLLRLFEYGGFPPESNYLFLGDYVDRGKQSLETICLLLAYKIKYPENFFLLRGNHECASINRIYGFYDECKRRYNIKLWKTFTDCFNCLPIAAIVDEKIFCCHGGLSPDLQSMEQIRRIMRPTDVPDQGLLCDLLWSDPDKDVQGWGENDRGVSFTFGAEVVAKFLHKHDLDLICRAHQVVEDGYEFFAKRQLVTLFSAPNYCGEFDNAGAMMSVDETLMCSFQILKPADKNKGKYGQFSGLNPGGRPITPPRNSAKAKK
core dimer inh: blocks dimerization of HCV core protein; TR-FRET GST/Flag-core106 dimerization, 1536-well; inhibition, % at 5 µM; 300,000 compounds, 0.33% hits; AID 1899;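 active means inhibition above the mean of all tested compounds plus 3 SD, set per screening campaign, cut at about 45% in these data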
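test system = GST/Flag-tagged HCV core106 proteins | probe or stimulus = Eu donor and XL665 acceptor anti-tag antibodies | times = compound-protein-antibody incubation 4 h at 22.5 °C | signal = TR-FRET, excitation 340 nm, emission 617 and 671 nm | measure = percent inhibition of core106 dimerization signal | controls = wells lacking GST-core106 and wells with excess unlabelled core106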
AHR activator: human AHR activation; AID 2796; AHR-responsive luciferase reporter cells, luminescence; 320,000 compounds, 2.5% hits; activation, % at 5 µM; in the data active means activation above about 47%;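 further: 0% = vehicle wells and 100% = reference agonist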
TPT1 inh: C. albicans TPT1 enzyme inhibition; AID 1962; recombinant caTPT1, FP RNA substrate dephosphorylation; 300,000 compounds, 0.81% hits; inhibition, % at 5 µM;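 active means inhibition above the mean of all tested compounds plus 3 SD, set per screening campaign, cut at about 24% in these data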;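 further: plate controls were DMSO alone for no effect and ferristatin control at 100 nM for full effect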
proCasp7 act: counter-screen: procaspase-7 (human) activation. P55210. recombinant procaspase-7, Ac-DEVD-pNA absorbance 405 nm; D23A/D198A/D206A triple mutant, cannot self-cleave; scale: DMSO 0, 5 µM enzyme 100. activation, % at 8.5 µM. 330,000 compounds, 0.093% hits;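 active means percent activation above the screen-wide mean plus 3 SD, cut at about 25% in these data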
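Assay system: Uncleavable procaspase-7 mutant enzyme; Input: 2 µM procaspase-7 mutant as dispensed; Also added: DEVD-pNA substrate; Medium: Zinc-free HEPES pH 7.4 with 300 mM NaCl, 0.01% Triton X-100; Timing: 1 h compound preincubation, 2 h substrate cleavage, 25 °C; Measured by: Epi-absorbance of released pNA at 405 nm, two timepoints.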
PAFAH2 inh: PAFAH2 (human) inhibition; Q99487; recombinant PAFAH2, FP-rhodamine activity probe, fluorescence polarization; inhibition, % at 3.39 µM; 340,000 compounds, 0.99% hits;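 active means inhibition above the mean over all tested compounds plus 3 SD, cut at about 30% in these data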;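 further: inhibitors block probe labeling of enzyme so polarization drops; 0% = enzyme with DMSO and 100% = wells lacking PAFAH2 protein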
* marks the source's active call; other numbers are inactive results; . = no result given. Compounds were not picked by outcome; overall some 5.6% were active at least once.

smiles,PP5 primary,proCasp3 act,Fh CTSL1 inh,PP1 counter,core dimer inh,AHR activator,TPT1 inh,proCasp7 act,PAFAH2 inh
CC(/C=C/c1ccccc1)NC(N)=O (stereo unspecified),-0.7,-1,-4,-5,-2,0,0,14,3
O=C(NC1CCCC1)C(c1ccc(O)cc1)N(CC1CCCO1)C(=O)C1COc2ccccc2O1 (stereo unspecified),1.4,4,-1,-3,1,0,1,6,10
O=C(CCCN1C(=O)/C(=C\c2ccccc2)SC1=S)Nc1ccc(O)cc1,1.1,-9,-2,0,7,-3,-3,-1,.
COc1ccc(-c2cc3ccccc3n2CC(O)CN2CCCCC2)cc1 (stereo unspecified),-0.5,5,0,0,-3,5,-2,4,3
Cc1cc(C)[n+](-c2ccc(F)cc2)c2[nH]c(=O)[nH]c(=O)c12,-3.5,8,7,-1,-3,1,1,-2,-3
O=C(Cn1cncn1)NCc1cc(F)ccc1F,-0.2,3,2,1,0,2,-3,5,6
CCc1ccccc1-n1nnnc1-c1cnccc1C(F)(F)F,3.0,-3,1,-8,-1,1,-3,3,3
O=C(c1ccc(Cl)cc1)N1CCC(C(=O)N2CCN(c3ncccn3)CC2)CC1,2.9,10,.,-2,.,0,.,-3,7
CCOC(=O)c1c(C)[nH]c(C(=O)OCC(=O)Nc2cc(C)nn2-c2ccccc2)c1C,-0.2,-8,1,2,-6,7,0,4,-2
O=C(Cc1ccccc1)Nc1c2c(nn1-c1cccc(Cl)c1)CS(=O)(=O)C2,2.2,-3,5,4,3,6,-2,-13,-9
COc1ccc2c(c1)C=C([C@@H]1C[C@H]3CN(c4ccccc4)C(=O)[C@]34CCCN14)CO2,-0.2,0,-1,0,-346,-1,3,0,-12
O=C(Nc1nnc(C2CCCCC2)s1)C1CC(=O)N(c2ccc(F)cc2)C1 (stereo unspecified),0.5,-2,0,-3,-1,0,2,-6,1
O=C(NC1CCCC1)C(c1ccsc1)N(C(=O)Cc1cccs1)c1ccccc1 (stereo unspecified),2.1,-6,1,-2,7,0,0,7,0
COc1ccc(C2=C(C#N)C(=O)OC2)cc1,2.3,-1,0,1,3,-1,9,-2,4
O=S(=O)(Nc1cccc2cn[nH]c12)c1ccc(F)cc1,1.0,6,1,-4,4,12,4,0,1

New compounds follow:
smiles,PP5 primary,proCasp3 act,Fh CTSL1 inh,PP1 counter,core dimer inh,AHR activator,TPT1 inh,proCasp7 act,PAFAH2 inh
Clc1ccc(/C=C/c2nc3ccccc3[nH]2)c(Cl)c1,1.5,2,-2,9,2,-6,-2,-12,-15
CC(=O)c1ccc(N2CCN(C(=S)Nc3ccc(Oc4ccccc4)cc3)CC2)cc1,2.9,-8,2,5,21,-7,-4,-7,1
CC(=O)N1N=C(c2ccco2)CC1c1cccs1 (stereo unspecified),4.4,-3,1,0,5,1,-3,-10,9
O=C(NC1CCCC1)C1CCCN(S(=O)(=O)c2ccc(F)cc2)C1 (stereo unspecified),0.7,1,1,0,-12,-4,-3,-2,-5
COc1ccccc1N1CCN(S(=O)(=O)c2ccc(Cl)s2)CC1,1.9,4,2,0,0,-2,-4,2,14
O=C(Nc1ccccc1)Nc1ccncc1,-1.0,4,0,1,5,6,-2,10,-5
COc1ccc(N2C(=O)CC(Sc3nnnn3-c3ccc(F)cc3)C2=O)cc1 (stereo unspecified),0.5,-25,1,-1,-5,-4,4,-35,2
Oc1c(C=Nc2ccccc2)sc2ccccc12,-0.7,-15,0,2,-25,6,100*,-2,1
CCOc1ccc(NC(=S)Nc2ccc(OCC)cc2)cc1,-1.4,-7,-5,-3,-6,0,4,-7,0
CCn1c(CNC(=O)c2cc(OC)c(OC)c(OC)c2)cc2cc(C)ccc21,0.0,7,7,-1,0,13,3,-6,-2
O=P(O)(O)c1ccccc1OCCOCCOc1ccccc1P(=O)(O)O,2.4,-5,4,2,-2,1,-3,-2,4
Cc1ccc(CN(C)CC(=O)Nc2ccc3c(c2)CCC3)cc1,4.0,2,0,2,1,3,-1,7,2
COc1ccc(OC)c(NC(=O)NNC(=O)COc2ccc([N+](=O)[O-])cc2)c1,1.4,-5,2,-3,0,8,-2,-1,5
Cc1ccccc1C(=O)Nc1ccnc(-c2ccncc2)n1,1.0,9,-4,-1,-2,17,-4,5,6
O=C(NCCn1c(C(F)(F)F)nc2cc(C(F)(F)F)ccc21)[C@H]1CCCN1c1nc(CN2CCCCC2)cs1,0.6,5,-4,1,-10,4,1,-1,-1

Remaining list, next part
smiles,PP5 primary,proCasp3 act,Fh CTSL1 inh,PP1 counter,core dimer inh,AHR activator,TPT1 inh,proCasp7 act,PAFAH2 inh
COCCCN(C(=S)Nc1cc(Cl)cc(Cl)c1)C(C)c1ccccn1 (stereo unspecified),-0.7,-8,0,-3,-1,0,-2,-18,-7
CCc1ccccc1NC(=O)CC(NCc1ccccc1)C(=O)O (stereo unspecified),0.9,3,1,4,-1,1,-1,5,-11
COc1ccc(-n2c(SCC(=O)Nc3ccc([N+](=O)[O-])cc3OC)nc3ccccc32)cc1,-0.5,10,-3,-1,10,4,-2,-1,-6
CC(NC(=O)c1ccccc1)C(=O)OCn1nnc2ccccc2c1=O (stereo unspecified),0.2,0,.,-3,.,1,.,1,8
N#CCCn1c(=S)[nH]c2ccccc21,0.8,-5,-3,-8,-7,4,1,-4,-4
CN1CCc2c(sc3c2C(=O)NC(c2ccco2)N3)C1 (stereo unspecified),-1.4,-12,2,0,-14,16,-3,-14,0
COc1ccc(C(=O)NNS(=O)(=O)c2ccc(OC)cc2)cc1,-0.5,-1,-1,-1,-19,8,0,14,-1
Cc1ccc2c(c1)C(=O)CC(O)(C(F)F)O2 (stereo unspecified),-0.8,-1,0,-5,1,-3,-1,2,3
COc1cccc(C(=O)Nc2ncc3c(n2)CC(c2ccc(OC)cc2OC)CC3=O)c1 (stereo unspecified),0.7,-4,-1,-2,12,-1,1,3,0
CC1(C)OC(=O)C(=CNC(CO)C(=O)O)C(=O)O1 (stereo unspecified),0.3,5,-3,6,-3,1,-5,-5,5
O=C1CCCN1CCC(=O)N1CCCC(N2CCN(c3ccccc3F)CC2)C1 (stereo unspecified),-1.7,4,4,-2,-2,0,-3,1,3
CN(C)S(=O)(=O)c1ccc(Cl)c(NC(=O)COC(=O)C2CCCO2)c1 (stereo unspecified),1.5,-10,-7,-4,1,2,-1,-2,2
O=C(COC(=O)c1ccncc1)NCCCc1ccccc1,-1.0,7,-6,2,10,0,-1,-10,3
COc1ccc(S(=O)CC(=O)Nc2ccc(Cl)cc2Cl)cc1 (stereo unspecified),0.7,-3,1,0,1,-4,-1,1,-1
O=C(N1CCOCC1)N1CCN(C(c2ccccc2)c2ccccc2)CC1,10*,0,0,-4,0,0,0,4,-5

The list goes on.
smiles,PP5 primary,proCasp3 act,Fh CTSL1 inh,PP1 counter,core dimer inh,AHR activator,TPT1 inh,proCasp7 act,PAFAH2 inh
Cc1nnc(SCC(=O)Nc2ccc3c(c2)OCO3)n(N)c1=O,-1.0,5,-2,0,1,42,0,-1,-7
COc1ccc(CN(CC2CCCO2)C(=O)CN2C(=O)C(C)Oc3ccc(C)cc32)cc1OC (stereo unspecified),3.5,0,0,3,-1,0,-5,7,-9
CC(=O)Nc1ccc(S(=O)(=O)Nc2nc3ccccc3nc2Nc2cccc(S(N)(=O)=O)c2)cc1,0.9,4,3,-2,3,-1,-1,0,12
Cc1cc(C(=O)OCC(=O)N2CCN(c3ccccc3)CC2)c2ccccc2n1,3.4,7,-5,3,8,4,5,3,2
CCOC(=O)C1CCCN(CCC(=O)Nc2cc(C)ccc2C)C1 (stereo unspecified),-1.7,5,6,0,-4,-1,-2,6,-6
COc1ccc(OC)c(N/C=C/C(=C(C#N)C#N)N(C)C)c1,1.5,-9,4,0,-1,43,2,-12,.
O=C(Nc1cccnc1)c1ccc(COCC(F)(F)F)cc1,3.1,0,-3,-2,-8,5,-1,3,1
Cc1ccccc1N=C1NC(=O)/C(=C/c2cccn2C)S1,4.1,-15,-2,7,4,1,38*,0,-4
Cc1ccsc1C=Nc1ccc(O)cc1,8.1,-4,102*,11,-17,0,-2,-12,8
Cc1cccc(N2C(=NC(=O)c3ccccc3)SC3CS(=O)(=O)CC32)c1 (stereo unspecified),4.2,-1,1,3,-7,-2,-4,4,1
Cc1onc(-c2ccccc2)c1C(=O)Nc1c(C)n(C)n(-c2ccccc2)c1=O,-4.8,4,4,-2,-4,-2,-3,-1,-5
N/C(=N\OC(=O)c1ccco1)c1ccccc1,0.4,-1,-3,-3,-3,6,2,-11,7
CCCNC(=O)Nc1ccc2c(c1)nc(C)n2C,-1.9,4,-1,-3,-4,8,2,2,-5
Cc1cc(C)n2nc(SCc3cccc(S(=O)(=O)N(C)C)c3)nc2n1,1.1,-4,-2,-1,0,0,-2,10,1
COc1ccc(N2CCN(c3ccc(NC(=O)NN)cc3)CC2)cc1,-1.5,-13,-2,-4,10,2,2,6,1

(more compounds)
smiles,PP5 primary,proCasp3 act,Fh CTSL1 inh,PP1 counter,core dimer inh,AHR activator,TPT1 inh,proCasp7 act,PAFAH2 inh
CCCc1cc(C(=O)Nc2cc(C)nn2-c2ccccc2)no1,-0.8,-4,-4,-3,9,2,-3,1,15
Cc1csc(NC(=O)CCC(=O)c2cccs2)n1,-2.1,-2,-2,-3,9,4,4,-5,8
COc1ccc(N(CC(=O)NCc2ccccc2OC)S(=O)(=O)c2ccccc2[N+](=O)[O-])c(OC)c1,-2.2,0,1,-4,8,5,3,12,8
COc1ccc(N(CC(=O)NC2CCCC2)C(=O)CCC(=O)Nc2cc(C)on2)cc1,1.4,-5,-3,0,-7,5,-4,3,4
O=C(Nc1ccccc1C(=O)N1CCOCC1)C1CC(=O)N(c2ccc(F)cc2)C1 (stereo unspecified),1.5,0,2,-2,-4,-4,3,4,0
CCN(CC)S(=O)(=O)c1cccc(C(=O)N/N=C/c2cccc(O)c2O)c1,0.1,-1,1,16*,-1,1,1,-8,12
CCn1c(=O)cc(SCC(=O)N2CCC(C)CC2)c2ccccc21,-0.7,7,7,-3,3,26,-2,-4,3
CCOC(=O)c1[nH]c(C)c(C(=O)/C=C/c2ccc(C(=O)O)cc2)c1C,-1.8,-8,-2,-4,2,-1,-2,-3,6
O=C(NCc1csc(-c2cccs2)n1)Nc1ccc(C(F)(F)F)cc1,0.3,0,-2,-5,2,8,-4,13,.

Among those listed so far, 4 have a CF3 group:
smiles,PP5 primary,proCasp3 act,Fh CTSL1 inh,PP1 counter,core dimer inh,AHR activator,TPT1 inh,proCasp7 act,PAFAH2 inh
CCc1ccccc1-n1nnnc1-c1cnccc1C(F)(F)F,3.0,-3,1,-8,-1,1,-3,3,3
O=C(NCCn1c(C(F)(F)F)nc2cc(C(F)(F)F)ccc21)[C@H]1CCCN1c1nc(CN2CCCCC2)cs1,0.6,5,-4,1,-10,4,1,-1,-1
O=C(Nc1cccnc1)c1ccc(COCC(F)(F)F)cc1,3.1,0,-3,-2,-8,5,-1,3,1
O=C(NCc1csc(-c2cccs2)n1)Nc1ccc(C(F)(F)F)cc1,0.3,0,-2,-5,2,8,-4,13,.
